MOR-DOR ag: agonists of OPRM1-OPRD1 heterodimerization, primary screen, cell-based, luminescence. Mu-type opioid receptor (Homo sapiens) + Delta-type opioid receptor (Homo sapiens), …. cells. activation, % at 9.3 µM. 0.3% of 340,000 active. AID 504326, 2011; in the data active = activation above about 18%;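 note: 0% = vehicle-treated cells and 100% = reference agonist; values of inactives mirror those of a sister screen read the other way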
Target sequence (P35372 whole entry, looked up): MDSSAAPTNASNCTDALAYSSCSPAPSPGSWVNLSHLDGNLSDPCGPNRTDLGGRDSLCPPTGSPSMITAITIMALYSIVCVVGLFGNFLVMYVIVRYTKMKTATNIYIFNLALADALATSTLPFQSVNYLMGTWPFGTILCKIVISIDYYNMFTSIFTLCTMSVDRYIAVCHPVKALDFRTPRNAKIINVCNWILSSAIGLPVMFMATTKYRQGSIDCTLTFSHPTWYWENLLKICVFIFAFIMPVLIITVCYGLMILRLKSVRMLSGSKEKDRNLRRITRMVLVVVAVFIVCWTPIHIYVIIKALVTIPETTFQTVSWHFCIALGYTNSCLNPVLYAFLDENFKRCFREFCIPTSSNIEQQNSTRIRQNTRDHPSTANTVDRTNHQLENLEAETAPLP
Target sequence (P41143 whole entry, looked up): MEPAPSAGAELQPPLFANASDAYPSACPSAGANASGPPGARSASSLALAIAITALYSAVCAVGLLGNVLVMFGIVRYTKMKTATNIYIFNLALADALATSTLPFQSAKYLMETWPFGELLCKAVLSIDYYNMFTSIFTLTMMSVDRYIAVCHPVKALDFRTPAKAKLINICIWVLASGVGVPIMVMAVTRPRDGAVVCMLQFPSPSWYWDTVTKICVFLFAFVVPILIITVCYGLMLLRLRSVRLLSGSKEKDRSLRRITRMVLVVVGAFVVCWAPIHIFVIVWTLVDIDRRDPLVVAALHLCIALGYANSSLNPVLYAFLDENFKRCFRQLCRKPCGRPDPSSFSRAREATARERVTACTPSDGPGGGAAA
cardiac RTF act: cardiac RTF calcium sensitivity activators, primary screen, biochemical, IANBD-TnC fluorescence, EC20 calcium; IANBD-labeled TnC RTF fluorescence at EC20 calcium; 0% EC20 calcium, 100% full calcium; 0.24% of 340,000 active; activation, % at 7.2 µM; AID 493008, 2010; Troponin I, cardiac muscle (Homo sapiens) + Troponin T, cardiac muscle (Homo sapiens) + …;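 active = activation above the mean over all tested compounds plus 3 SD, cut at about 30% in these data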;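 note: rise in fluorescence read as greater calcium sensitivity of cardiac thin filaments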
LANA DNA inh: inhibitors of KSHV C-LANA binding to DNA, primary screen, biochemical, fluorescence polarization, FAM-LBS DNA, MBP-C-LANA, single point. Kaposi's sarcoma herpesvirus LANA C-terminal domain (residues 932-1162) DNA binding. inhibition, % at 9 µM. 0.078% of 340,000 active. AID 504423, 2011;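 active = highest replicate inhibition at or above 60% at 9 µM, even if other replicates fall short; inactive = all replicates below 60% inhibition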;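 note: 0% = neutral control wells and 100% = 4 µM acridine orange control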
RTF Ca sens inh: cardiac RTF calcium sensitivity inhibitors, primary screen, biochemical, IANBD-TnC fluorescence, EC70 calcium; Troponin I, cardiac muscle (Homo sapiens) + Troponin T, cardiac muscle (Homo sapiens) + …; IANBD-labeled cardiac RTF, Ca2+ fluorescence; inhibition, % at 7.15 µM; 0.12% of 340,000 active;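 active = inhibition above the mean inhibition of all tested compounds plus 3 SD, cut at about 17% in these data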;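 note: assay run at fixed EC70 calcium of 1.6 mM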
OPRM1-OPRD1 inv: inverse agonists of MOR-DOR heterodimerization, primary screen, cell-based, luminescence; cell-based MOR-DOR heterodimer luminescence, inverse agonism; inhibition, % at 9.3 µM; 0.21% of 340,000 active; AID 504357, 2011; in the data active = inhibition above about 22%, passing the limit was not always enough;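 note: 0% = cells with DMSO and 100% = wells without cells with DMSO; values of inactives mirror those of a sister screen read the other way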
V-ATPase pHluor: regulators of yeast V-ATPase proton pumping, primary screen, pHLuorin cytosolic pH fluorescence | S. cerevisiae | response, % at 10 µM | 0.37% of 350,000 active | AID 504577, 2011; in the data active = response mostly above about 7.3%, no sharp cut-off; inactive = mostly below about 5.4%; note: actives read high; inactives centre near 0; some compounds called inactive have numbers as strong as hits; reference of the scale not given here
HTR5A inv ag: HTR5A inverse agonists in luminescence cell assay, primary screen, counter-screen for OPRM1-OPRD1 heterodimer inverse agonist project, full-deck HTS. inhibition, % at 9.3 µM. HTR5A cell line, inverse agonism. 0.083% of 340,000 active. AID 504634, 2011; in the data active = inhibition mostly above about 23%, no sharp cut-off; inactive = mostly below about 18%;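 note: 0% = cells with DMSO and 100% = no-cell wells with DMSO; some compounds called inactive have numbers as strong as hits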
CAL-PDZ inh HTS: untagged CAL PDZ binding inhibitors, primary screen, biochemical, fluorescence polarization, HTS | Golgi-associated PDZ and coiled-coil motif-containing protein (Homo sapiens), Q9HD26 | purified CAL PDZ, TMR-peptide fluorescence polarization, 1 h | inhibition, % at 24.9 µM | 0.92% of 300,000 active;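 active = mean inhibition of at least 30% with at least half of replicates also reaching 30%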;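 note: 0% = DMSO neutral control and 100% = excess unlabeled competitor peptide PRC23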
Keap1 Nrf2 FP: Keap1-Nrf2 protein-protein interaction inhibitors, primary screen, biochemical, fluorescence polarization, single point. Kelch-like ECH-associated protein 1 (Homo sapiens), Q14145. Keap1 Kelch-Nrf2 peptide fluorescence polarization, 1536-well. inhibition, % at 9.4 µM. 0.15% of 340,000 active. AID 504523, 2011; in the data active = inhibition above about 12%;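 note: human Keap1 Kelch domain with fluorescein labeled Nrf2 9mer peptide probe; 0% = neutral control wells and 100% = peptide positive control; higher means more block of Keap1 binding to Nrf2 peptide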
HTR5A ag ctr: HTR5A agonists in luminescence cell assay, primary screen, counter-screen for OPRM1-OPRD1 heterodimer agonist project, full-deck HTS | 5-hydroxytryptamine receptor 5A (Homo sapiens), P47898 | cell-based | activation, % at 9.3 µM | 0.61% of 340,000 active | AID 504692, 2011; in the data active = activation mostly above about 9.5%, no sharp cut-off; inactive = mostly below about 7.6%;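 note: 0% = cells with vehicle only and 100% = reference agonist; strong numbers were not always called active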
An asterisk follows results filed as active.

How did COc1cccc(COC(=O)C2CC(=O)N(Cc3ccc(C)cc3)C2)c1OC (configuration not stated) do in these assays?
MOR-DOR ag: -0.5; cardiac RTF act: -4; LANA DNA inh: -1.1; RTF Ca sens inh: -6; OPRM1-OPRD1 inv: 3; V-ATPase pHluor: 0; HTR5A inv ag: 4; CAL-PDZ inh HTS: -7; Keap1 Nrf2 FP: -1; HTR5A ag ctr: 2

Results for CCN(CC)c1ncnc2ccc(Br)cc12 ?
MOR-DOR ag: 0.3; cardiac RTF act: 5; LANA DNA inh: -1.1; RTF Ca sens inh: -26; OPRM1-OPRD1 inv: -2; V-ATPase pHluor: 2; HTR5A inv ag: 0; CAL-PDZ inh HTS: -3; Keap1 Nrf2 FP: -1; HTR5A ag ctr: 3

What do the screens show for `Cc1ccccc1S(=O)(=O)Nc1ncnc2scc(-c3ccccc3)c12`?
MOR-DOR ag: 0.8; cardiac RTF act: -2; LANA DNA inh: 0.8; RTF Ca sens inh: -2; OPRM1-OPRD1 inv: -4; V-ATPase pHluor: -1; HTR5A inv ag: 5; CAL-PDZ inh HTS: -6; Keap1 Nrf2 FP: -1; HTR5A ag ctr: -2

What do the screens show for `O=C1Nc2ccccc2OCc2c1cccc2[N+](=O)[O-]`?
MOR-DOR ag: 0.1; cardiac RTF act: 2; LANA DNA inh: 0.4; RTF Ca sens inh: -1; OPRM1-OPRD1 inv: 0; V-ATPase pHluor: 2; HTR5A inv ag: -16; CAL-PDZ inh HTS: 0; Keap1 Nrf2 FP: 2; HTR5A ag ctr: 6

How did COc1ccc(OC)c(CN2CCN(C(=O)CCNC(=O)c3ccc(Br)cc3)CC2)c1 do in these assays?
MOR-DOR ag: 2.6; cardiac RTF act: -6; LANA DNA inh: -0.3; RTF Ca sens inh: -3; OPRM1-OPRD1 inv: -17; V-ATPase pHluor: -2; HTR5A inv ag: 9; CAL-PDZ inh HTS: -2; Keap1 Nrf2 FP: 6; HTR5A ag ctr: -3

How did COc1ccc(-c2noc(CCC(=O)NCc3cccnc3)n2)cc1 do in these assays?
MOR-DOR ag: -1.5; cardiac RTF act: -1; LANA DNA inh: 2.5; RTF Ca sens inh: -10; OPRM1-OPRD1 inv: 7; V-ATPase pHluor: -3; HTR5A inv ag: 4; CAL-PDZ inh HTS: -2; Keap1 Nrf2 FP: 3; HTR5A ag ctr: -2

How did O=C(CSc1nnc(-c2ccncc2)o1)Nc1ccccc1C(F)(F)F do in these assays?
MOR-DOR ag: -2.8; cardiac RTF act: -3; LANA DNA inh: 1.2; RTF Ca sens inh: 0; OPRM1-OPRD1 inv: 15; V-ATPase pHluor: 2; HTR5A inv ag: 2; CAL-PDZ inh HTS: -2; Keap1 Nrf2 FP: -1; HTR5A ag ctr: 3

Results for CC(Cc1ccccc1)C(=O)NCc1ccccn1 (configuration not stated) ?
MOR-DOR ag: -3.9; cardiac RTF act: -2; LANA DNA inh: 0.6; RTF Ca sens inh: 1; OPRM1-OPRD1 inv: 18; V-ATPase pHluor: 4; HTR5A inv ag: -11; CAL-PDZ inh HTS: 0; Keap1 Nrf2 FP: 0; HTR5A ag ctr: 4

Results for Nc1nccc(/C=C/c2ccc(Cl)cc2)n1 ?
MOR-DOR ag: -2.2; cardiac RTF act: 2; LANA DNA inh: 0.8; RTF Ca sens inh: 3; OPRM1-OPRD1 inv: 11; V-ATPase pHluor: -4; HTR5A inv ag: 0; Keap1 Nrf2 FP: -4; HTR5A ag ctr: 2

What do the screens show for `Cc1cccc(NC(=O)CNC(=O)CSc2nnc(C(F)(F)F)n2C)c1C`?
MOR-DOR ag: -4.4; cardiac RTF act: -2; LANA DNA inh: -0.3; RTF Ca sens inh: -2; OPRM1-OPRD1 inv: 17; V-ATPase pHluor: 2; HTR5A inv ag: 6; CAL-PDZ inh HTS: -3; Keap1 Nrf2 FP: -5; HTR5A ag ctr: 1

What do the screens show for `C/C(N)=C(/C#N)C(=O)COC(=O)c1cc(-c2cccc3ccccc23)nc2ccccc12`?
MOR-DOR ag: 1.7; cardiac RTF act: 1; LANA DNA inh: -2.0; RTF Ca sens inh: -3; OPRM1-OPRD1 inv: -11; V-ATPase pHluor: 1; HTR5A inv ag: 14; CAL-PDZ inh HTS: 4; Keap1 Nrf2 FP: -6; HTR5A ag ctr: -2

Results for Cc1cccc(NC(=O)CNC(=O)c2ccc3c(c2)OCO3)n1 ?
MOR-DOR ag: -0.2; cardiac RTF act: -3; LANA DNA inh: 0.7; RTF Ca sens inh: -14; OPRM1-OPRD1 inv: 2; V-ATPase pHluor: 0; HTR5A inv ag: -21; CAL-PDZ inh HTS: -2; Keap1 Nrf2 FP: -4; HTR5A ag ctr: 3

Results for CCOc1cccc(-c2cc(C(=O)N/N=C/c3ccc(OC)c(CN4CCOCC4)c3)c3ccccc3n2)c1 ?
MOR-DOR ag: 1.4; cardiac RTF act: 0; LANA DNA inh: 3.9; RTF Ca sens inh: -2; OPRM1-OPRD1 inv: -8; V-ATPase pHluor: 6; HTR5A inv ag: -6; CAL-PDZ inh HTS: -1; Keap1 Nrf2 FP: -8; HTR5A ag ctr: 1

Results for CC(Oc1ccc(Cl)cc1)C(=O)Nc1ccc(S(=O)(=O)N2CCOCC2)cc1 (configuration not stated) ?
MOR-DOR ag: -0.2; cardiac RTF act: 3; LANA DNA inh: 1.1; RTF Ca sens inh: -1; OPRM1-OPRD1 inv: 1; V-ATPase pHluor: 3; HTR5A inv ag: 3; CAL-PDZ inh HTS: -1; Keap1 Nrf2 FP: -3; HTR5A ag ctr: -1

What do the screens show for `COc1ccccc1NC(=O)CCc1nc2sc3c(c2c(=O)[nH]1)CCCC3`?
MOR-DOR ag: -2.2; cardiac RTF act: -15; LANA DNA inh: -0.8; RTF Ca sens inh: -12; OPRM1-OPRD1 inv: 12; V-ATPase pHluor: 5; HTR5A inv ag: 1; CAL-PDZ inh HTS: -3; Keap1 Nrf2 FP: -10; HTR5A ag ctr: 4

Results for CCOC(=O)COc1c(OC)cc(Cl)cc1C1Nc2ccccc2C(=O)N1c1cccc(C)c1 (configuration not stated) ?
MOR-DOR ag: -1.1; cardiac RTF act: -4; LANA DNA inh: -0.1; RTF Ca sens inh: -3; OPRM1-OPRD1 inv: 6; V-ATPase pHluor: -4; HTR5A inv ag: -1; CAL-PDZ inh HTS: -1; Keap1 Nrf2 FP: -2; HTR5A ag ctr: 1

What do the screens show for `CCc1nnc(NC(=O)c2cc(-c3ccccc3)nn2-c2ccccc2)s1`?
MOR-DOR ag: -2.0; cardiac RTF act: -4; LANA DNA inh: 0.9; RTF Ca sens inh: 3; OPRM1-OPRD1 inv: 11; V-ATPase pHluor: 3; HTR5A inv ag: 2; Keap1 Nrf2 FP: -2; HTR5A ag ctr: 0

How did CCc1ccc(NC(=O)Cn2cnc3c(=O)n(C)c(=O)n(C)c32)cc1 do in these assays?
cardiac RTF act: 5; LANA DNA inh: -5.9; RTF Ca sens inh: -7; V-ATPase pHluor: 6; CAL-PDZ inh HTS: 0; Keap1 Nrf2 FP: 0

What do the screens show for `Cc1csc(NC(=O)CSc2nc3ccccc3s2)n1`?
MOR-DOR ag: -1.1; cardiac RTF act: -5; LANA DNA inh: -1.7; RTF Ca sens inh: -7; OPRM1-OPRD1 inv: 6; V-ATPase pHluor: -5; HTR5A inv ag: -7; CAL-PDZ inh HTS: -3; Keap1 Nrf2 FP: -1; HTR5A ag ctr: -1

What do the screens show for `CCC1(c2ccccc2)NC(=O)N(CC(=O)Nc2cc(S(=O)(=O)N3CCCCC3)ccc2N(C)C)C1=O` (configuration not stated)?
MOR-DOR ag: -0.2; cardiac RTF act: -13; LANA DNA inh: 1.5; RTF Ca sens inh: -2; OPRM1-OPRD1 inv: 1; V-ATPase pHluor: 5; HTR5A inv ag: -10; CAL-PDZ inh HTS: -7; Keap1 Nrf2 FP: -3; HTR5A ag ctr: 4

How did O=C(CSc1ccccc1F)NCC1(N2CCCCC2)CCCCC1 do in these assays?
MOR-DOR ag: -1.4; cardiac RTF act: 1; LANA DNA inh: -1.9; RTF Ca sens inh: -4; OPRM1-OPRD1 inv: 6; V-ATPase pHluor: 4; HTR5A inv ag: -1; CAL-PDZ inh HTS: -4; Keap1 Nrf2 FP: 7; HTR5A ag ctr: 0

Results for COc1ccc(C(O)P(=O)(OCCC(C)C)c2ccc(N(C)C)cc2)cc1OC (configuration not stated) ?
MOR-DOR ag: -3.9; cardiac RTF act: 3; LANA DNA inh: -0.5; RTF Ca sens inh: -10; OPRM1-OPRD1 inv: 19; V-ATPase pHluor: -3; HTR5A inv ag: 5; CAL-PDZ inh HTS: -6; Keap1 Nrf2 FP: -3; HTR5A ag ctr: -2

Results for CCOc1ccc(CC(=O)NCc2cn3c(C)csc3n2)cc1 ?
MOR-DOR ag: -1.4; cardiac RTF act: 3; LANA DNA inh: 1.0; RTF Ca sens inh: -8; OPRM1-OPRD1 inv: 7; V-ATPase pHluor: -1; HTR5A inv ag: -16; Keap1 Nrf2 FP: -3; HTR5A ag ctr: 0

How did CCc1ccc(NC(=O)Cn2c(=O)n(CCCC(=O)NCc3ccco3)c(=O)c3ccccc32)cc1 do in these assays?
MOR-DOR ag: -0.1; cardiac RTF act: -2; LANA DNA inh: -2.0; RTF Ca sens inh: -6; OPRM1-OPRD1 inv: 1; V-ATPase pHluor: -1; HTR5A inv ag: -8; CAL-PDZ inh HTS: 0; Keap1 Nrf2 FP: -3; HTR5A ag ctr: 3

What do the screens show for `Cc1ccc(NC(=O)/C(=C\C=C\c2ccccc2)NC(=O)c2ccccc2)cc1`?
MOR-DOR ag: 0.0; cardiac RTF act: 4; LANA DNA inh: -1.4; RTF Ca sens inh: 1; OPRM1-OPRD1 inv: 0; V-ATPase pHluor: -1; HTR5A inv ag: 5; CAL-PDZ inh HTS: -3; Keap1 Nrf2 FP: -6; HTR5A ag ctr: 3

How did O=C1C(Cl)=C(N2CCOCC2)C(=O)N1c1cccc(Cl)c1 do in these assays?
MOR-DOR ag: 0.1; cardiac RTF act: 8; LANA DNA inh: -0.1; RTF Ca sens inh: -3; OPRM1-OPRD1 inv: -1; V-ATPase pHluor: 3; HTR5A inv ag: 30; CAL-PDZ inh HTS: 0; Keap1 Nrf2 FP: 1; HTR5A ag ctr: 2

Source: PubChem
